# Screening data deposited in PubChem BioAssay by several laboratories.
# RSV antiviral HEp-2 – RSV antiviral activity via CPE protection, HEp-2 cells, primary 10 µM value included (AID 2391); HEp-2 cells, RSV-induced CPE inhibition; higher % means a stronger effect; CPE inhibition, % at 10 µM; hits with a dose series show IC50 in µM; 310,000 compounds, 0.13% hits; in the data active = a potency from the dose series; inconclusive = CPE inhibition mostly from about 23% at the one dose, without a potency; inactive = the rest, 99 in 100 with CPE inhibition below about 21%; also: strong numbers were not always called active
# human PMI inhibition – MPI enzyme activity inhibition – biochemical, fluorescence intensity, coupled assay, primary screen (AID 1209) | purified PMI enzyme, coupled fluorescence intensity; higher % means a stronger effect | one-dose inhibition, % at 20 µM; IC50 in µM for titrated hits | 190,000 compounds, 0.42% hits;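 also: plate controls were DMSO vehicle for no effect and wells lacking substrate for full effect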
# human PMI inhibitors – MPI inhibition at elevated mannose 6-phosphate – biochemical, fluorescence intensity, high mannose 6-phosphate, primary screen (AID 1220); recombinant PMI enzyme, coupled fluorescence intensity; higher % means a stronger effect; one-dose inhibition, % at 20 µM; IC50 in µM for titrated hits; 190,000 compounds, 0.66% hits
# UTI89 phage lysis – inhibition of K1F phage lysis, E. coli UTI89, bacterial capsule biogenesis inhibitors, alamar blue (AID 488966); E. coli UTI89 K1F phage lysis, alamar blue, 2 h; higher % means a stronger effect; one-dose inhibition, % at 100 µM; IC50 in µM for titrated hits; 340,000 compounds, 0.02% hits;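 active = phage lysis inhibition, versus mean bacterial control, above a set limit; inconclusive = no clear call, values can overlap the other calls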;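 also: capsule biogenesis inhibitors block K1F phage lysis so surviving cells raise fluorescence; higher fluorescence means more inhibition of phage lysis; actives were called in the ten point dose series up to 300 µM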
# P. falciparum M1AAP – P. falciparum M1AAP inhibitors, biochemical, fluorogenic H-Leu-NHMec substrate, 1536-well (AID 1445); 220,000 compounds, 0.42% hits; inhibition, % at 30 µM; hits with a dose series show IC50 in µM; recombinant M1AAP, H-Leu-NHMec fluorogenic kinetic assay; higher % means a stronger effect;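 active = primary inhibition above the hit cutoff, then over 50% inhibition at one or more dose response concentrations, cut at about 23% in these data, passing the limit was not always enough; inconclusive = conflicting primary data, or primary hits not chosen for dose response; inactive = low primary inhibition, or under 50% at every dose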;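 also: plate controls were DMSO full reaction for no effect and no enzyme background for full effect; strong numbers were not always called active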
# West Nile virus CPE – inhibition of WNV-induced cytopathic effect – cell-based, CPE readout (AID 1621); West Nile virus-infected cells, CPE inhibition; higher % means a stronger effect; CPE inhibition, % at 10 µM, or IC50 in µM where a hit was titrated; 290,000 compounds, 0.02% hits; in the data active = a potency from the dose series; inconclusive = CPE inhibition mostly from about 3.7% at the one dose, without a potency; inactive = the rest, 99 in 100 with CPE inhibition below about 2.2%; also: strong numbers were not always called active
# P. falciparum M17LAP – P. falciparum M17LAP inhibitors, primary screen, biochemical, fluorogenic H-Leu-NHMec substrate, 1536-well (AID 1619); 220,000 compounds, 0.38% hits; inhibition, % at 30 µM, or IC50 in µM where a hit was titrated; recombinant M17LAP, H-Leu-NHMec fluorogenic kinetic assay; higher % means a stronger effect;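 active = compound inhibiting the enzyme by more than half at any dose during confirmatory dose-response retesting; inconclusive = strong single-dose inhibitors picked by rank but not retested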;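 also: plate controls were full reaction with DMSO carrier for no effect and no enzyme background for full effect; strong numbers were not always called active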
# T cell HTS – T cell immune modulators affecting CD8 T cell-vesicle binding | 2C CD8+ T cell-vesicle binding, flow cytometry; hits give low values | 330,000 compounds, 0.068% hits | calls only at 7 µM;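 active = response, share of CD8 T cells binding vesicles, and their 90th percentile fluorescence all below set limits, cut at about 80% in these data, passing the limit was not always enough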
#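 Incubation: binding step 1.5 h, 37 °C, antibody labelling 20 min, ice; system: murine 2C transgenic CD8+ T lymphocytes; technique: cytometric PE anti-B7-1 and Alexa647 anti-CD8 signals after 1% paraformaldehyde fixation; also added: QL9-charged Drosophila Ld/ICAM-1/B7-1 vesicles; control set: naked versus QL9-loaded vesicles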
# TNAP activators – human TNAP enzyme activators, primary screen, biochemical, luminescent, no phosphate acceptor, uHTS (AID 1001) | purified TNAP, luminescent activation assay, no phosphate acceptor; higher activation fold means a stronger effect | 200,000 compounds, 0.03% hits | activation fold at 20 µM, or EC50 in µM where a hit was titrated; in the data active = activation fold from about 3, or a potency from the dose series; inactive = the rest, 99 in 100 with activation fold below about 1.6; also: many of its hits are not listed in these tables
# T cell HTS vesicle-bound % – recorded beside T cell HTS, whose call it bears; double positive events, %; measured here: CD8+ vesicle-bound cell fraction;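 binding gate set so that unloaded-vesicle control wells show 10% double positive cells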
# An asterisk follows results filed as active; i = inactive; ? = inconclusive; . = no result given; [ ] = another dose, or the depositor's remark. Rule as the data show it, unless noted: active = inhibition above about 50%; inactive = the rest.
[1] CC(C(=O)Nc1ccc(C(=O)O)cc1)N1C(=O)c2ccccc2C1=O (stereo not drawn)
[2] CCOC(=O)N1CCC(N2C(=O)c3ccc(C(=O)Nc4cccc(OC)c4)cc3C2=O)CC1
[3] CCSC1=C(C#N)C(c2ccccc2Cl)C(C(=O)c2cccs2)C(O)(C(F)(F)F)N1 (stereo not drawn)
[4] C#CCN1C(=O)C2C(C(=O)NC)C3C=CC2(O3)C1C(=O)NCc1ccc(OC)cc1 (stereo not drawn)
[5] CNC(=O)/C(C#N)=C/c1c(N(Cc2ccccc2)Cc2ccccc2)nc2ccccn2c1=O
[6] CCN(CC)S(=O)(=O)c1ccc2nc(NC(=O)c3cccs3)sc2c1
[7] O=C(NCc1cccs1)C1CCCN(c2ncccn2)C1 (stereo not drawn)
[8] CC1=[N+](CC(=O)c2ccccc2)CCn2cccc21
[9] Cc1cc(C)cc(NC(=S)NCc2ccc3c(c2)OCO3)c1
[10] COC(=O)CC1C(=O)NCCN1C(=O)CSc1nc2cc(Cl)ccc2o1 (stereo not drawn)

entry no.	1	2	3	4	5	6	7	8	9	10
RSV antiviral HEp-2	-0.8%	2.9%	19.2%	0.5%	?	?	-0.2%	2.4%	18.1%	3.3%
human PMI inhibition	4.4%	.	11.1%	4.7%	9.4%	12.1%	0.7%	-24.1%	.	-9.5%
human PMI inhibitors	4.6%	.	9.2%	10.1%	0.9%	7.4%	-1.5%	-4.6%	.	-12.2%
UTI89 phage lysis	0.8%	0.1%	0.1%	0.1%	0.9%	7.7%	0.1%	.	4.8%	0.5%
P. falciparum M1AAP	1.8%	.	1.9%	3.1%	16.3%	0.3%	-1.7%	2.5%	.	-17.9%
West Nile virus CPE	-0.1%	-0.1%	2.7%	0.5%	-0.8%	1.4%	-0.5%	-0.6%	-0.3%	-0.9%
P. falciparum M17LAP	-4.6%	.	-2.9%	0.9%	7.6%	1.9%	3.9%	6.5%	.	2.3%
T cell HTS	i	i	i	i	i	i	i	i	i	i
T cell HTS vesicle-bound %	14.5	38.2	43.2	15.2	44.1	33.2	54.2	28.1	15.9	40.1
TNAP activators	1.1	.	1	1.1	1.1	1	1.1	1.1	.	1

[11] CCc1ccc(/C=C/C(=O)c2c(C)cc(C)[nH]c2=O)cc1
[12] COC(=O)C1=CN(Cc2ccc(F)cc2)C=C(C(=O)OC)C1c1ccc(O)c(OC)c1
[13] Cc1ccccc1-n1nc(C(=O)O)cc1-c1ccccc1
[14] Cc1cc(OCC(C)C)ccc1/C(O)=C1/C(=O)C(=O)N(Cc2cccnc2)C1c1ccncc1 (stereo not drawn)
[15] O=C(Oc1ccccc1)c1ccc2nccnc2c1
[16] NC(=O)CC(NC(=O)c1ccccc1)c1ccc(N2CCN(c3ccc(F)cc3)CC2)c([N+](=O)[O-])c1 (stereo not drawn)
[17] COc1cc(C(=O)NCc2nnc(SCC(=O)NC3CCCC3)o2)cc(OC)c1OC
[18] O=C1NC(=O)/C(=C\c2ccc(O)cc2O)S1
[19] O=C1/C(=C/N(C(=O)c2ccco2)c2ccc(Br)cc2)Sc2ccccc21
[20] Cc1cc(C(=O)CCl)c(C)n1CCc1ccc(F)cc1

entry no.	11	12	13	14	15	16	17	18	19	20
RSV antiviral HEp-2	?	2.3%	0.1%	1.0%	1.8%	1.6%	1.3%	10.0%	1.8%	-3.5%
human PMI inhibition	18.2%	.	5.8%	-32.3%	17.0%	.	.	53.5%*	-3.5%	-15.9%
human PMI inhibitors	18.5%	.	-4.9%	-27.8%	10.5%	.	.	24.5%	4.6%	-8.0%
UTI89 phage lysis	-0.5%	0.0%	4.2%	0.5%	0.5%	0.2%	-0.1%	0.5%	0.4%	0.0%
P. falciparum M1AAP	11.8%	.	-1.9%	6.5%	-1.1%	.	.	?	9.8%	7.7%
West Nile virus CPE	?	-1.3%	0.8%	-0.1%	-0.3%	-1.3%	0.2%	-0.2%	-0.4%	-0.8%
P. falciparum M17LAP	2.4%	.	8.0%	30.4%	0.2%	.	.	?	-9.5%	5.5%
T cell HTS	i	i	i	i	i	i	i	i	i	i
T cell HTS vesicle-bound %	23.2	55.0	43.9	36.9	36.2	7.3	29.7	20.5	41.0	58.5
TNAP activators	1.1	.	1	1	1	.	.	0.5	1	1.1

[21] CC(C)CC(C(=O)O)N1C(=O)C2C3c4ccccc4C(c4ccccc43)[C@@H]2C1=O (stereo partly drawn)
[22] COCCn1c(SCC(=O)NC2CCCC2)nnc1-c1ccncc1
[23] COc1cccc(OC)c1CN1CCCC(C(=O)c2ccccc2SC)C1 (stereo not drawn)
[24] COCc1cc(=O)[nH]c(/N=C(\N)Nc2ccc(C)cc2)n1
[25] COc1ccccc1Oc1c(C)oc2c(CN(C)C)c(O)ccc2c1=O
[26] Cc1ccc(N(C(C)C(=O)Nc2ccc(S(=O)(=O)N3CCOCC3)cc2)S(C)(=O)=O)cc1C (stereo not drawn)
[27] O=c1ncn(-c2ccccc2C(F)(F)F)c2ncccc12
[28] O=c1[nH]c(SCc2cccc([N+](=O)[O-])c2)nc2[nH]ncc12
[29] O=C(O)c1ccc(-c2nnn(Cc3ccccc3F)n2)cc1
[30] COc1cccc(C2Nc3cccc4cccc(c34)N2)c1

entry no.	21	22	23	24	25	26	27	28	29	30
RSV antiviral HEp-2	1.6%	0.0%	8.1%	-0.4%	2.3%	3.4%	0.7%	3.1%	3.0%	7.7%
human PMI inhibition	.	.	-3.8%	2.4%	7.1%	5.8%	-7.0%	-1.1%	.	.
human PMI inhibitors	.	.	-1.1%	1.7%	-3.5%	-0.2%	-4.5%	5.8%	.	.
UTI89 phage lysis	0.3%	0.4%	0.7%	0.7%	-0.2%[50 µM]	0.2%	0.1%	0.3%	0.1%	0.9%
P. falciparum M1AAP	.	.	2.2%	-2.9%	15.3%	2.1%	0.9%	7.4%	2.9%	10.1%
West Nile virus CPE	-0.3%	0.1%	-0.8%	-0.3%	0.3%	-0.2%	-0.7%	-0.3%	0.5%	-0.1%
P. falciparum M17LAP	.	.	-5.2%	2.4%	-412.2%	-3.5%	13.6%	17.7%	9.8%	-9.8%
T cell HTS	i	i	i	i	i	i	i	i	i	i
T cell HTS vesicle-bound %	26.6	50.3	44.7	20.0	44.4	62.9	58.4	61.1	20.4	24.7
TNAP activators	.	.	1	1	1.2	1.1	1.1	1.3	.	.

[31] C/C(CCc1ccc2c(c1)OCO2)=N\NC(=O)c1ccccc1Cl
[32] Fc1ccccc1OCCCCCCN1CCCC1
[33] COc1ccc(/C=C/C(=O)OCC(=O)Nc2cc(C(F)(F)F)ccc2Cl)cc1
[34] COc1ccc(/C=C/C(=O)OCC(=O)Nc2cc(S(=O)(=O)N(C)C)ccc2Cl)cc1
[35] COc1ccccc1C(=O)NCC(=O)N/N=C/c1ccncc1
[36] Cc1cccc(OCC(=O)Nc2cc(NC(=O)COc3cccc(C)c3)cc(C(=O)O)c2)c1
[37] CC(C)c1ccc(N(CC(=O)Nc2ccc(S(=O)(=O)N3CCOCC3)cc2)S(C)(=O)=O)cc1
[38] O=c1ccc(Cl)n[nH]1
[39] CC(=O)Nc1ccc(NC(=O)C2CCCCC2C(=O)O)cc1 (stereo not drawn)
[40] COCC1CCCCN1C(=O)c1cc(COc2ccc3ncccc3c2)on1 (stereo not drawn)

entry no.	31	32	33	34	35	36	37	38	39	40
RSV antiviral HEp-2	1.3%	-2.4%	3.1%	1.2%	0.2%	1.7%	3.7%	0.2%	1.6%	-3.6%
human PMI inhibition	3.1%	10.5%	-2.8%	-4.5%	10.0%	.	14.4%	.	-3.9%	.
human PMI inhibitors	-7.0%	12.0%	-3.6%	4.7%	8.9%	.	2.0%	.	8.1%	.
UTI89 phage lysis	1.7%[50 µM]	0.4%	3.2%	-0.2%	0.3%	0.0%	-0.4%	0.2%	0.1%[50 µM]	0.2%
P. falciparum M1AAP	-0.3%	-0.4%	2.4%	1.8%	-1.6%	.	4.9%	0.6%	0.4%	.
West Nile virus CPE	-0.6%	0.7%	0.4%	-0.8%	0.7%	0.2%	-1.1%	-0.1%	0.1%	-2.2%
P. falciparum M17LAP	13.1%	7.7%	5.5%	0.6%	2.5%	.	5.3%	-3.7%	8.7%	.
T cell HTS	i	.	i	i	i	i	i	i	i	i
T cell HTS vesicle-bound %	4.1	.	61.6	27.6	35.1	49.1	32.9	57.5	2.8	53.6
TNAP activators	1	1.1	1.1	1.1	1	.	1	.	1	.

[41] Cc1ccc(C(=O)N/N=C2/NC(=O)CC(C(=O)Nc3ccccc3)S2)cc1 (stereo not drawn)
[42] Cc1cc(=O)oc2cc(OCC(=O)Nc3ccc(CN4CCOCC4)cc3)c(Cl)cc12
[43] O=C(CCC(=O)c1cccs1)OCc1nnc(-c2ccccc2)o1
[44] Cc1ccc(CNS(=O)(=O)c2cccc3nsnc23)cc1

entry no.	41	42	43	44
RSV antiviral HEp-2	0.1%	-1.1%	0.5%	0.3%
human PMI inhibition	8.2%	.	-2.3%	-3.9%
human PMI inhibitors	1.8%	.	-6.2%	-2.4%
UTI89 phage lysis	2.9%	0.1%	-0.6%	0.5%
P. falciparum M1AAP	-6.5%	.	1.2%	0.8%
West Nile virus CPE	0.2%	0.1%	0.1%	-0.2%
P. falciparum M17LAP	8.0%	.	2.3%	-4.0%
T cell HTS	i	i	i	i
T cell HTS vesicle-bound %	46.3	28.9	58.5	48.6
TNAP activators	1.8	.	1	1.2

# Some of the entries so far, as tab-separated lines:
nr	Compound	RSV antiviral HEp-2	human PMI inhibition	human PMI inhibitors	UTI89 phage lysis	P. falciparum M1AAP	West Nile virus CPE	P. falciparum M17LAP	T cell HTS	T cell HTS vesicle-bound %	TNAP activators
2	CCOC(=O)N1CCC(N2C(=O)c3ccc(C(=O)Nc4cccc(OC)c4)cc3C2=O)CC1	2.9%	.	.	0.1%	.	-0.1%	.	i	38.2	.
3	CCSC1=C(C#N)C(c2ccccc2Cl)C(C(=O)c2cccs2)C(O)(C(F)(F)F)N1 (stereo not drawn)	19.2%	11.1%	9.2%	0.1%	1.9%	2.7%	-2.9%	i	43.2	1
4	C#CCN1C(=O)C2C(C(=O)NC)C3C=CC2(O3)C1C(=O)NCc1ccc(OC)cc1 (stereo not drawn)	0.5%	4.7%	10.1%	0.1%	3.1%	0.5%	0.9%	i	15.2	1.1
5	CNC(=O)/C(C#N)=C/c1c(N(Cc2ccccc2)Cc2ccccc2)nc2ccccn2c1=O	?	9.4%	0.9%	0.9%	16.3%	-0.8%	7.6%	i	44.1	1.1
